HIF-2a block: HIF-2a inhibition; inhibition, % at 18.8 µM; hit rate 0.72% among 360,000; 786-0 RCC cells HIF-2a reporter, luciferase luminescence, overnight;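 active means inhibition of the luminescence signal of 40% or more relative to plate controls, in a single-dose primary screen at 18.75 µM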
Shn3 3UTR inh: Schnurri-3 reporter inhibition in Clone20 osteoblasts; Clone20 osteoblast Shn3 3'UTR firefly luciferase, 24 h; inhibition, % at 12.5 µM; hit rate 0.52% among 360,000;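 active means mean inhibition of at least 75% with every replicate also reaching 75%; inconclusive means mean inhibition at least 75% but some replicate below; inactive means mean inhibition below 75%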;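 further: 0% = median of neutral control wells and 100% = pilot-screen positive control compound; some compounds past the cut are filed as inactive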
NR2E3 ag-1: agonists of human nuclear receptor NR2E3; GST-NR2E3/biotin-RetCOR TR-FRET, 1536-well; inhibition of corepressor binding, % at 4.78 µM; hit rate 0.12% among 320,000; AID 2300;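 active means percent inhibition above the cutoff of mean plus 3 SD of all tested compounds, set per screening campaign, cut at about 20% in these data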;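 further: 0% = DMSO wells and 100% = biotin wells as full block of FRET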
Target sequence (Q9Y5X4 whole entry, looked up): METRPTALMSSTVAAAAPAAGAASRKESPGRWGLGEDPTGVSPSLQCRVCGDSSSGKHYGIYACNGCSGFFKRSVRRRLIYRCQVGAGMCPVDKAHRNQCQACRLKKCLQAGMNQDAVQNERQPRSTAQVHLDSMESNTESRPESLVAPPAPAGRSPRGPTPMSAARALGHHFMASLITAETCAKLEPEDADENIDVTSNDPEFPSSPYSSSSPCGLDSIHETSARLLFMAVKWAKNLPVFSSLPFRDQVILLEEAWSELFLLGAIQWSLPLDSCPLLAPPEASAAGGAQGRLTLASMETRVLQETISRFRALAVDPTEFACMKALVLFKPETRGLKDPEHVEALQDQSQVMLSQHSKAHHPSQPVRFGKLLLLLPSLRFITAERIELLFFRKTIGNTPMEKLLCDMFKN
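Material: NR2E3–RetCOR corepressor complex | Quantity: 1.35 nM GST-tagged NR2E3 final | Schedule: 5 h at 4 °C | Replication: Singlicate compound wells | Reagent: RetCOR corepressor, biotinylated, 7 nM | Controls: Biotin wells as high control, 0.6% DMSO wells as low control | Signal: TR-FRET, Eu(K)-anti-GST donor, streptavidin-D2 acceptor, ex 340, em 617/671 nm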
Vif imaging: blocks HIV Vif function; HEK293T cells, Vif self-association by quenched fluorescence, imaging, 24 h; inhibition, % at 7.49 µM; hit rate 0.35% among 340,000; AID 602346; in the data active means inhibition above about 50%, passing the limit was not always enough; inconclusive means no clear call, values can overlap the other calls; inactive means below about 31%; further: some results filed as inactive read as strong as hits
Peg3 promoter: inhibitors of Peg3 promoter; AID 588405; hit rate 1.7% among 360,000; inhibition, % at 20 µM; HeLa PEG-Prom luciferase reporter, luminescence, overnight;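 active means inhibition of at least 50% at 20 µM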
KKLEB tox: CF airway cell cytotoxicity counter-screen; KKLEB CF airway cells viability, ATPlite luminescence, overnight; stronger effect = lower value; cells stimulated with P. aeruginosa culture filtrate; activity change (cytotoxicity), % at 5 µM; hit rate 0.36% among 360,000;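 active means corrected activity change at or below -50% at 5 µM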
NR2E3 ag-2: agonists of human NR2E3 nuclear receptor; CHO-S Gal4-NCOR/VP16-NR2E3 two-hybrid, luciferase; inhibition of corepressor binding, % at 3.98 µM; hit rate 0.35% among 360,000; AID 602229;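 active means inhibition above the mean of all tested compounds plus 3 SD, cut at about 70% in these data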;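 further: 0% = DMSO with NR2E3 transfected cells and 100% = cells lacking NR2E3 construct; higher means lower luciferase signal from less NR2E3 corepressor binding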
CF NFkB block: blocks PAF-induced NF-kB reporter in cystic fibrosis cells | hit rate 0.86% among 360,000 | inhibition, % at 5 µM | KKLEB NF-kB-GFP reporter, GFP fluorescence overnight;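 active means at least 50% inhibition at 5 µM, scaled per plate between neutral and stimulator controls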;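 further: PAF is a Pseudomonas aeruginosa culture filtrate used as stimulus; plate controls were PAF-stimulated DMSO wells for no effect and unstimulated DMSO wells for full effect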
PDI turbidity: PDI (human) enzyme inhibition | P07237 | PDI insulin aggregation turbidity, A650, 90 min | inhibition, % at 10 µM | hit rate 0.052% among 350,000 | AID 588391;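 active means mean inhibition across replicates of 30% or more, whatever share of single replicates reach that level; inconclusive means mean inhibition below 30% while every single replicate reaches 30%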;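 further: absorbance from insulin aggregation driven by PDI reduction with DTT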
Target sequence (P07237 whole entry, looked up): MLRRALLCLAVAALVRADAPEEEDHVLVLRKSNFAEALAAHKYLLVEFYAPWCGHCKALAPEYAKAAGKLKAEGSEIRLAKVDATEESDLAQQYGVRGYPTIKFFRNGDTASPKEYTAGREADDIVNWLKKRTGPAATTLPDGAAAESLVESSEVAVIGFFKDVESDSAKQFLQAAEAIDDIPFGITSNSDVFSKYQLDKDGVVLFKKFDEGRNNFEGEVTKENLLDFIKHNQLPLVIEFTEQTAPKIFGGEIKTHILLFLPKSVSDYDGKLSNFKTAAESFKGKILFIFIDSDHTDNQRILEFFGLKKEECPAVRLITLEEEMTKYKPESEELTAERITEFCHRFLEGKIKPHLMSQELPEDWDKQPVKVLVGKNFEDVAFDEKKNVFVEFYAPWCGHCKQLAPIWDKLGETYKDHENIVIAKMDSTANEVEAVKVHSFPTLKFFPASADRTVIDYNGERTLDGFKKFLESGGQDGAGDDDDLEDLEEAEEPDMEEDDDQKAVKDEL
MITF TRPM1 inh: MITF TRPM1 promoter inhibition in SK-MEL-5 cells. SK-MEL-5 TRPM1 promoter luciferase, 24 h. inhibition, % at 12.5 µM. hit rate 0.83% among 330,000;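 active means mean inhibition across replicates of 60% or more, whatever share of single replicates reaches that level; inconclusive means some that reach 60%, reason not given; inactive means mean inhibition across replicates below 60%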; further: values of inactives mirror those of a sister screen read the other way
CaV13 ICDI inh: Disruptors of the CACNA1D IQ motif to Ca2+-dependent inactivation inhibitor domain association, primary screening, Förster resonance energy transfer in intact living … | HEK cells, CFP/YFP FRET ICDI-IQ, plate reader, 10 min; percent FRET-ratio fall versus neutral wells | inhibition, % at 12.3 µM | hit rate 0.098% among 340,000 | AID 743397;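 active means mean replicate inhibition of at least 30% and at least 1% of replicates passing that level; inconclusive means only one of the two criteria is met; inactive means neither criterion is met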;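 further: 0% = median of the neutral control wells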
The depositor's hits bear a star; ? = inconclusive; / = no result given.

SMILES | HIF-2a block | Shn3 3UTR inh | NR2E3 ag-1 | Vif imaging | Peg3 promoter | KKLEB tox | NR2E3 ag-2 | CF NFkB block | PDI turbidity | MITF TRPM1 inh | CaV13 ICDI inh
CCC(CCC(=O)Nc1cccc([N+](=O)[O-])c1)C(=O)O (configuration not stated) | 11 | -6 | 3 | -3 | -4 | -1 | -3 | 8 | -4 | 7 | -5
COCCn1cnc2c1c(=O)n(Cc1ccc(C#N)cc1)c(=O)n2Cc1ccccc1 | 2 | 5 | 5 | -10 | 24 | -6 | 5 | 12 | 1 | 4 | -3
CS(=O)(=O)N1CCc2cc(C(=O)Nc3cccc([N+](=O)[O-])c3)ccc21 | -73 | 14 | 2 | 8 | -54 | 6 | -10 | -12 | -2 | 7 | -5
O=C(N/N=C/c1cc([N+](=O)[O-])ccc1O)C12CC3CC(CC(C3)C1)C2 | 17 | 9 | 0 | -12 | 37 | -22 | -23 | 24 | -12 | 10 | -7
COc1ccc(-c2cccc(NS(=O)(=O)c3cc([N+](=O)[O-])c(C)c([N+](=O)[O-])c3)c2)nn1 | 13 | 2 | 0 | 0 | 0 | 0 | 40 | 7 | -40 | 0 | -3
CSc1ccc(-c2c(C#N)c(N)nc3c2CCCC3)cc1 | 16 | 11 | 4 | 3 | 18 | -10 | -33 | -24 | 1 | -3 | -5
Nn1cnnc1N/N=C\c1ccc(-c2ccccc2[N+](=O)[O-])o1 | -31 | -25 | / | -12 | -22 | 2 | -18 | 0 | -3 | 35 | -4
Cc1oc(C(C)(C)C)cc1C(=O)N1CCN(c2ccc(C(F)(F)F)cn2)CC1 | 13 | -2 | -2 | 21 | 20 | -5 | 2 | 10 | 11 | -1 | -15
CCOc1ccc(CN2CCC(C(=O)Nc3cccc(-c4ccn[nH]4)c3)CC2)cc1Cl | -75 | -19 | -1 | -11 | -90 | -2 | 11 | 6 | 3 | -3 | -16
CC1=C(C(N)=O)C(c2ccccc2)n2nc(-c3cccs3)nc2N1 (configuration not stated) | 12 | -2 | 2 | ? | 13 | 26 | -35 | -17 | / | 5 | -9
O=c1c2nnn(-c3cccc(F)c3)c2ncn1Cc1ccccn1 | 12 | -1 | 3 | -3 | 2 | -2 | -3 | 9 | -8 | 7 | -1
CN(C)/N=C/C=C1\CC/C(=C\c2ccc(Br)cc2)C1=O | -114 | -13 | -2 | 15 | -180 | 4 | -18 | -15 | -1 | -22 | /
O=C(O)CCC(=O)NCc1ccc2[nH]c3c(c2c1)CCCC3 | 1 | -9 | -4 | / | 15 | 3 | -36 | -6 | / | 1 | -9
COc1cc(CNc2ccc(N3CCN(C(C)=O)CC3)cc2)ccc1OCc1ccc(F)cc1 | -50 | 50 | -4 | -24 | -187 | 8 | -94 | -27 | 0 | 29 | -5
CCOC(=O)c1c(NC(=O)CSc2ncccn2)sc2c1CCN(Cc1ccccc1)C2 | 32 | 31 | / | -2 | 18 | -14 | -3 | 7 | -4 | -11 | 36*
CCOCCCNC(=O)CSc1nnc(-c2ccc(S(=O)(=O)N3CCCC3)cc2)n1C | 7 | -1 | -2 | -1 | 11 | 0 | 8 | 2 | -72 | 3 | -4
Cc1ccc(SCCNC(=O)/C=C/c2cccc([N+](=O)[O-])c2)cc1 | 14 | -5 | 0 | -1 | -1 | -3 | 34 | -8 | -11 | -4 | -2
Cc1ccc(C2OCC3(CO2)COC(c2ccc(C)cc2)OC3)cc1 (configuration not stated) | 4 | 4 | 3 | 9 | 1 | -6 | 0 | 10 | -6 | 0 | -2
CCCCN1C(=O)C(CC(=O)NCCCCc2ccccc2)CC(C(=O)N(C)C)=C1C (configuration not stated) | 9 | 5 | / | -7 | 8 | -2 | -31 | -16 | 3 | / | -10
Cc1ccc2nc(Cl)c3cc(C(=O)N(CCN(C)C)Cc4ccco4)sc3c2c1 | -15 | 16 | 2 | -3 | 93* | -32 | -7 | 14 | 3 | -5 | -5
Cc1ccc(C(=O)N/C(=C\c2ccc(-c3ccc([N+](=O)[O-])cc3)o2)C(=O)NC2CCS(=O)(=O)C2)cc1 (configuration not stated) | 10 | -30 | 2 | 12 | 23 | 18 | -24 | -71 | 7 | -12 | -19
CCCCNC(=O)CCSc1nc2nc(C)cc(C)n2n1 | -3 | -18 | 2 | 7 | 12 | 3 | -1 | 3 | 6 | -4 | -6
O=C(O)c1ccc2c3c(cccc13)C(=O)N(c1cccc3ccccc13)C2=O | 18 | 0 | -1 | -4 | 17 | -16 | 1 | -1 | -1 | 0 | -5
CC(=O)Nc1nnc(SCC(=O)N2CCN(Cc3ccccc3)CC2)s1 | 10 | -16 | 0 | 3 | 5 | -6 | -23 | -5 | 2 | 3 | -4
CCOc1cc(CNc2ccc(Br)cc2)cc(Br)c1OCC(=O)NC(C)(C)C | -10 | 16 | 0 | -4 | 36 | -16 | -14 | -4 | 1 | -2 | -6
CN(Cc1nc2ccccc2[nH]1)C(=O)C1CCC(=O)N(CCc2cccc(F)c2)C1 (configuration not stated) | 1 | -5 | 4 | 1 | 1 | 3 | -24 | 13 | 9 | 8 | -6
CS(=O)(=O)N(CC(=O)N1CCCC1)c1cccc(Cl)c1Cl | 16 | -6 | -3 | 14 | 17 | -5 | -18 | -1 | -2 | -6 | -10
COc1ccc(-n2nc(C(=O)NCC(=O)N3CCN(Cc4ccccc4)CC3)c3ccccc3c2=O)c(OC)c1 | 2 | 10 | 7 | -3 | 2 | -19 | -13 | 13 | 2 | 4 | 1
COCCNC(=O)c1ccc(N2CC3CC(C2)c2cccc(=O)n2C3)c(NC(=O)c2ccccc2Br)c1 (configuration not stated) | 0 | 5 | / | / | 5 | 7 | -21 | -20 | -4 | / | -10
O=C(/C=C/c1ccco1)c1ccccc1O | -24 | -21 | 4 | 6 | -144 | 9 | -15 | -22 | 6 | -26 | -3
CC(=O)NCCC(=O)N(Cc1ccccc1)c1nc2c(C)cccc2s1 | 8 | -12 | 2 | -21 | -4 | 2 | -1 | -11 | 19 | 1 | -7
O=C1CN(C(=O)COc2ccc(F)cc2Br)c2ccccc2N1 | -83 | -10 | 4 | 3 | -51 | 12 | -20 | -14 | -4 | -4 | -6
Cc1c(NC(=O)c2cccc(F)c2)c(=O)n(-c2ccccc2)n1C | 15 | -15 | -1 | -11 | 0 | 9 | -27 | -5 | 0 | 8 | -7
COc1cc(NC(=S)NCCN2CCOCC2)cc(OC)c1OC | 18 | 2 | 5 | 37 | -6 | 5 | -9 | -11 | 0 | -3 | 6
COc1ccc(N2C(=O)C3CCCN3C2c2ccccc2)cc1 (configuration not stated) | -7 | -9 | -2 | 1 | -7 | 19 | 17 | 14 | / | 6 | -4
O=C(NC(=S)N1CCCC1)c1ccccc1Cl | 12 | -5 | 2 | 32 | -2 | 6 | 1 | -2 | 6 | 9 | -5
Cn1nc(OC(=O)Nc2cccc(Cl)c2)cc1C(F)(F)F | -98 | -16 | -3 | -4 | -53 | 3 | -1 | 13 | 10 | -4 | -1
S=C(NCCc1ccccc1)N/N=C/c1cccc(Cl)c1Cl | -59 | -59 | 8 | ? | -62 | -22 | -13 | 5 | 0 | 10 | -2
CC1(C)N=C(N)N=C(N)N1c1cccc(C#N)c1 | 23 | 77 | / | 5 | 12 | 3 | -13 | -6 | -40 | 22 | -5
Cc1occc1-c1nnc(SCC(=O)Nc2ccccn2)o1 | -168 | -35 | -1 | 1 | -177 | 0 | -14 | 6 | -4 | -13 | -7
c1ccc(N2CCN(c3ccccc3)C2c2ccncc2)cc1 | 2 | 7 | 2 | ? | -3 | -6 | -27 | -5 | -8 | -7 | -8
O=P(Cc1cccc2ccccc12)(c1ccccc1)c1ccccc1 | 8 | 10 | / | -2 | 15 | -10 | 24 | -2 | 2 | 0 | -5
COc1ccc(-n2c(SCC(=O)N/N=C/c3ccccc3OCC(=O)O)nc3ccccc3c2=O)cc1 | 16 | 22 | -3 | -3 | 2 | 2 | 4 | -19 | -4 | 0 | 8
COc1ccc(C(=O)NCC(=O)OCc2ccc(Cl)cc2Cl)cc1OC | -1 | 1 | 2 | -17 | 4 | 12 | -6 | 9 | -2 | -4 | -2
CCn1c(N2CCN(C(=S)Nc3ccc(OC)cc3)CC2)nc2ccccc21 | -17 | 21 | 0 | 5 | -6 | -5 | 0 | 5 | -11 | -1 | -19
CCCC[C@H]1COCCS(=O)(=O)N1Cc1cccc(F)c1 | 14 | -28 | -2 | -2 | 13 | 6 | -2 | -44 | 1 | 4 | -4
CCC(Sc1nc(-c2cccc(OC)c2)c(C#N)c(=O)[nH]1)C(=O)Nc1nnc(C(C)C)s1 (configuration not stated) | 9 | 7 | 5 | -5 | 11 | 10 | -19 | 2 | 0 | 11 | -2
COc1ccc(S(=O)(=O)N2CCN(CCCOc3ccc(F)cc3)CC2)cc1OC | 21 | 24 | -2 | -5 | 25 | 10 | 29 | -6 | -7 | 11 | -4
CN(C(=O)COC(=O)CCC(=O)c1ccc(Cl)cc1)c1c(N)n(Cc2ccccc2)c(=O)[nH]c1=O | 15 | -2 | 1 | 6 | -2 | 7 | 9 | -9 | -4 | -4 | -5
CC(=O)Nc1ccc(S(=O)(=O)N2CCC(N3CCCCCC3)CC2)cc1 | 17 | 8 | 1 | -4 | 10 | -1 | 13 | -5 | -2 | 12 | -5
Cc1ccc(C(=O)Nc2ccc3c(c2)C(=O)NC3=O)cc1 | -46 | -19 | -8 | 23 | -54 | -17 | -7 | 0 | 3 | / | -7
COc1ccc(C(O)(CC(C)C)C(CN2CCOCC2)c2ccccc2)cc1 (configuration not stated) | -2 | 6 | -1 | -5 | 71* | 5 | -3 | 6 | 3 | 3 | -4
NS(=O)(=O)c1cc(C(=O)NC2CCSc3ccccc32)ccc1Cl (configuration not stated) | 5 | -3 | 20* | 8 | -1 | 5 | -12 | 6 | -8 | -5 | -3
CCOC(=O)c1ccc(NC(=O)c2nc[nH]c2C(=O)NCCNC(=O)c2[nH]cnc2C(=O)Nc2ccc(C(=O)OCC)cc2)cc1 | -14 | 88* | / | 13 | 91* | -50* | 0 | 76* | -10 | 100* | -9

2 compounds drawn at random from those above, as already listed:
SMILES | HIF-2a block | Shn3 3UTR inh | NR2E3 ag-1 | Vif imaging | Peg3 promoter | KKLEB tox | NR2E3 ag-2 | CF NFkB block | PDI turbidity | MITF TRPM1 inh | CaV13 ICDI inh
COc1ccc(S(=O)(=O)N2CCN(CCCOc3ccc(F)cc3)CC2)cc1OC | 21 | 24 | -2 | -5 | 25 | 10 | 29 | -6 | -7 | 11 | -4
CC(=O)Nc1ccc(S(=O)(=O)N2CCC(N3CCCCCC3)CC2)cc1 | 17 | 8 | 1 | -4 | 10 | -1 | 13 | -5 | -2 | 12 | -5

An unsorted share of the library. Share with any hit: about 3.3%.
